# Bioassay records from PubChem.
# PfHsp40 yeast – compounds rescuing yeast from Plasmodium falciparum HSP40 toxicity. growth rescue, % at 12.5 µM. S. cerevisiae expressing PfHsp40, growth rescue, ATP luminescence. actives 0.68% (n = 340,000). AID 504582; in the data active = growth rescue above about 28%, passing the limit was not always enough; inconclusive = no clear call, values can overlap the other calls;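 note: yeast W303a lacking pdr1 and pdr3 grown in galactose medium; growth measured after three days at 30 °C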
# Vc quorum ag – induces V. cholerae light production without autoinducers | V. cholerae BH1578 lux reporter, luminescence, 6 h | activation, % at 18.7 µM | actives 0.16% (n = 350,000) | AID 588436; in the data active = activation mostly above about 9.7%, no sharp cut-off; inconclusive = no clear call, values can overlap the other calls; inactive = mostly below about 3.7%; note: not every result past the cut was called active; inactives centre near 0; reference of the scale not given here
# PrPC TRFRET – cell surface PrPC inhibition, primary TR-FRET screen; TR-FRET read-out; inhibition, % at 13.8 µM; P04156; actives 0.43% (n = 370,000); in the data active = inhibition above about 24%; note: 0% = median of the test wells and 100% = reference compound wells
# Y pestis TopoI – blocks Yersinia pestis topoisomerase I activity; Y. pestis Topo-I cleavage product accumulation, plate reader; activity, % at 10 µM; actives 0.064% (n = 360,000); AID 504884; in the data active = activity above about 50%, passing the limit was not always enough; inconclusive = no clear call, values can overlap the other calls; note: inactives centre near 2
# 3CLpro inhibitor – SARS-CoV 3CLpro protease inhibition. actives 0.14% (n = 290,000). inhibition, % at 6 µM. recombinant SARS-CoV 3CLpro, quenched FRET peptide cleavage. AID 1706; in the data active = inhibition above about 12%
# Anthrax LF prot – inhibitors of Bacillus anthracis lethal factor protease | multiplex microsphere protease cleavage assay, LF | actives 0.12% (n = 360,000) | AID 588501 | P15917 | inhibition, % at 10 µM; note: plate controls were buffer without enzyme for full effect and enzyme alone for no effect
# BoNT A protease – inhibitors of Botulinum neurotoxin A light chain protease; multiplex microsphere protease substrate cleavage, flow cytometry; inhibition, % at 10 µM; actives 0.17% (n = 360,000); AID 588499; note: plate controls were buffer without enzyme for full effect and enzyme alone for no effect
# TcdB GH inh – inhibitors of Clostridioides difficile toxin B glycohydrolase | P18177 | TcdB glycohydrolase enzymatic assay, plate reader | inhibition, % at 9.99 µM | actives 0.24% (n = 350,000) | AID 652162; in the data active = inhibition above about 10%
# SSB-PriA inh – K. pneumoniae PriA-SSBct interaction inhibition. AlphaScreen SSBct-PriA binding, biotinylated peptide. inhibition, % at 33 µM. actives 0.6% (n = 430,000); in the data active = inhibition mostly above about 37%, no sharp cut-off; inactive = mostly below about 20%;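 note: plate controls were negative control peptide for no effect and reference peptide for full effect; strong numbers were not always called active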
# Numbers without * were called inactive; i = inactive; ? = inconclusive; . = no result given; & = joins results of further samples. Cut-off read from the data, not from the text of the source, unless noted: active = inhibition above about 30%; inconclusive = no clear call, values can overlap the other calls; inactive = below that. Not all compounds are listed. The share of hits here may be higher or lower than overall.
SMILES,PfHsp40 yeast,Vc quorum ag,PrPC TRFRET,Y pestis TopoI,3CLpro inhibitor,Anthrax LF prot,BoNT A protease,TcdB GH inh,SSB-PriA inh
COc1ccc(NCC(=O)N/N=C2\CCc3ccccc32)cc1,-0.5,-0.3,7,-9,1,-3,1.0,1.0,.
CCCCCCCCn1cnc2c(N)c(C)c(C)cc21,-0.2,-0.4,5,34,4,-4,-1.7,1.4,35
O=C(CC1c2cc(F)ccc2C=C(c2ccsc2)N1c1ccc(C#CCCO)cc1)c1ccco1 (stereo unspecified),.,.,-14,.,.,-4,1.2,-1.1,.
COCCCNC(=O)Cn1nnc(-c2ccc(NC(=O)c3ccccc3F)cc2)n1,-0.1,i,4,-4,9,-1,-0.4,.,1
COc1ccc(S(=O)(=O)NNC(=O)C2CC(c3cccnc3)=NO2)cc1 (stereo unspecified),-0.7,-0.8,2,-1,-4,-2,-0.6,1.9,-10
CC1CCN(C(=O)c2ccc3c(c2)NC(=O)/C(=C/c2ccccc2)S3)CC1,3.4,-0.4,2,23,5,-1,-0.9,0.9,-9
CC(=O)c1cccc(N(CC(=O)Nc2ccccc2F)S(C)(=O)=O)c1,-0.5,i,-9,-2,3,-10,-2.5,2.4,6
CCc1c(C)sc(NC(=O)c2cccs2)c1C(=O)OC(C)C,-0.2,i,-6,14,0,-6,-1.3,.,-22
CCOc1ccc(C(=O)N2CCN(CC(=O)N3CCCC3)CC2)cc1OCC,-2.0,-0.9,-5,0,.,-8,-0.7,0.8,-4
Cc1cc(NC(=O)NCC(F)(F)F)no1,-2.0,-0.2,1,6,2,11,-6.0,0.6,-5
CCCOc1c(Cl)cc(/C=N/O)cc1OCC,2.2,2.8,-3,-1,2,0,-0.6,.,.
CCCn1c(=NC(=O)c2ccco2)c(C(=O)OCC)cc2c(=O)n3ccccc3nc21,-0.4,-5.0,-37,2,-7,8,5.0,.,-5
Cc1cccc(NS(=O)(=O)c2cccc(C(=O)NCCCN3CCOCC3)c2)c1,-0.9,i,5,-9,.,-4,1.9,0.8,-3
O=C(c1scc2c1CCCC2)N1CCCCC1,-1.6,-7.7,3,2,0,-1,0.2,.,-10
COC(=O)CSc1nnc(CNC(=O)c2cccs2)n1-c1cccc(C)c1,0.2,i,5,-1,-3,-3,-0.3,.,-5
O=C(N/N=C/c1ccc(Cl)cc1)c1nc2ccc([N+](=O)[O-])cc2c(=O)[nH]1,0.1,-0.2,-16,-1,-3,1,-0.6,0.2,.
Cc1ccsc1CNC1CCCCC1,-1.2,0.5,9,5,-3,-4,0.4,0.1,-4
Cc1nc2ccccc2nc1CN1CCN(Cc2ccc(F)c(F)c2)C(CCO)C1 (stereo unspecified),0.5,-3.3,4,14,-2,2,0.4,1.7,1
CCNC(=O)C1CC(=O)N(c2ccc(Br)cc2)C1 (stereo unspecified),1.2,0.0,-5,6,-7,-2,-0.1,.,-6
Cc1cccc(NC(=O)Nc2ccc(S(N)(=O)=O)cc2)c1,.,-0.6,3,-1,6,4,-0.6,0.9,5
Cc1onc(-c2ccccc2)c1-c1csc(N/N=C/c2ccccc2Cl)n1,0.3,0.7,-7,2,0,1,?,0.9,i
Cc1ccc(S(=O)(=O)Nc2ccc3c(c2)C(=O)N([C@H](C)CO)C[C@H](C)[C@@H](CN(C)Cc2ccccc2)O3)cc1,-1.8,1.9,-5,22,.,0,0.1,-0.7&0.4,-2
CC(C)CC(=O)Nc1nnc(CSCc2ccc(F)cc2)s1,1.1,-0.7,9,-3,0,3,2.0,0.1,2
CCOC(=O)c1c(C)n(Cc2ccco2)c2ccc(O)cc12,0.4,-5.0,1,8,2,5,0.8,.,1
Cc1csc(SCC(=O)Nc2cc(S(=O)(=O)N3CCOCC3)ccc2N2CCOCC2)n1,-0.7,-7.9,5,8,-2,3,-0.8,-2.4,-5

# A different layout for some results above.
molecule	PfHsp40 yeast	Vc quorum ag	PrPC TRFRET	Y pestis TopoI	3CLpro inhibitor	Anthrax LF prot	BoNT A protease	TcdB GH inh	SSB-PriA inh
O=C(CC1c2cc(F)ccc2C=C(c2ccsc2)N1c1ccc(C#CCCO)cc1)c1ccco1 (stereo unspecified)	.	.	-14	.	.	-4	1.2	-1.1	.
COCCCNC(=O)Cn1nnc(-c2ccc(NC(=O)c3ccccc3F)cc2)n1	-0.1	i	4	-4	9	-1	-0.4	.	1
COc1ccc(S(=O)(=O)NNC(=O)C2CC(c3cccnc3)=NO2)cc1 (stereo unspecified)	-0.7	-0.8	2	-1	-4	-2	-0.6	1.9	-10
CC1CCN(C(=O)c2ccc3c(c2)NC(=O)/C(=C/c2ccccc2)S3)CC1	3.4	-0.4	2	23	5	-1	-0.9	0.9	-9

# (more compounds)
SMILES,PfHsp40 yeast,Vc quorum ag,PrPC TRFRET,Y pestis TopoI,3CLpro inhibitor,Anthrax LF prot,BoNT A protease,TcdB GH inh,SSB-PriA inh
CCCCN1CC(=O)N2[C@H](c3ccc(Cl)cc3)[C@@H]3C(=O)N(CC)C(=O)[C@@H]3[C@]2(Cc2ccccc2)C1=O,0.3,-0.9,-5,9,-7,-6,-0.2,1.1,8
CCNC(=O)C1(C)CCCN(C(=O)c2cc(-c3ccccc3)cs2)C1 (stereo unspecified),.,-0.5,-2,12,.,1,-0.4,0.6,.
O=C(COC(=O)c1c(F)cccc1F)Nc1ccc(N2CCCCC2)cc1,-0.1,i,-7,8,.,-10,-0.2,0.5,2
COCCCNC(=O)C1CCN(C(=O)c2cc3sccc3n2Cc2ccc(F)cc2)CC1,0.4,i,4,16,5,-2,-1.2,.,7
CN(Cc1ccc(F)cc1)S(=O)(=O)c1nnc(NC(=O)c2ccccc2Br)s1,1.1,-0.4,8,3,13*,-1,-0.8,0.5,3
CCc1ccccc1NC(=S)N1CCC(NC(=O)c2ccc(OC)cc2)CC1,-1.0,-1.1,-3,-6,2,0,1.4,1.4,0
CSCCC(=O)N1CCCC(CNC(=O)c2ccc(-c3ccccc3)cc2)C1 (stereo unspecified),2.1,-0.2,-5,30,2,-1,-0.8,-0.8,-10
CCC(C)(C)n1nnnc1C(c1cc(OC)c(OC)c(OC)c1)N1CCN(c2ccccc2)CC1 (stereo unspecified),-0.3,-0.7,-8,-2,-6,10,-0.2,.,-2
CC(C)c1ccc(C2(C)NC(=O)N(CC(=O)NC3CCCC(C)C3C)C2=O)cc1 (stereo unspecified),0.8,i,6,9,.,1,-0.3,2.3,-1
CSc1nc(NCc2ccco2)c2ccccc2n1,1.5,1.4,2,2,-4,-1,-0.2,.,-9
CC(=O)N1c2ccc(S(=O)(=O)NCCC(=O)NCCc3cccc(C)c3)cc2CC1C (stereo unspecified),68*,i,0,12,-1,-5,1.6,3.0,-8
COc1ccccc1C1Nc2ccccc2NC2=C1C(=O)CC(C)(C)C2 (stereo unspecified),-0.3,-7.7,-4,0,-1,3,-1.3,1.6,-10
O=C(NCCCN1CCCC1=O)Nc1ccc(Cl)cc1,1.2,i,11,4,4,-4,0.0,.,-13
Cc1cc(C)nc(NC(=S)Nc2ccccc2)n1,-0.4,i,1,1,1,-2,-0.7,-0.9,0
Cc1ccc(CN2C(=O)C(=O)N(CC(N)=O)C2=O)cc1,-1.3,-0.3,-6,-8,1,-5,-2.8,1.4,9
Cc1nn(CC(=O)N(C)Cc2ccccc2)c(=O)c2cccn12,-1.8,0.6,7,3,-3,2,0.4,0.6,-2
c1ccc(-c2nnc(-c3ccccc3)c(-c3c[nH]c4ccccc34)n2)cc1,0.0,-0.4,8,11,4,2,1.8,.,4
O=C(NC(=S)Nc1ccc(Cc2ccncc2)cc1)c1ccccc1,0.9,-0.6,11,17,2,-3,-0.6,.,13
Cc1nnc(SCC(=O)c2c(N)n(Cc3ccccc3)c(=O)n(C)c2=O)n1C,-0.2,-0.2,2,-4,1,5,-0.1,0.9,6
C=CCc1ccccc1OCC(CN1CCCCC1)OC(C)=O (stereo unspecified),1.0,.,-3,2,4,-6,0.6,.,14
O=S(=O)(c1ccc(F)cc1)N1CCN(C(=S)NCc2ccco2)CC1,-0.3,-2.6,-2,-8,-2,-4,-0.6,.,-14
COCCn1c(SCC(=O)N2CCOCC2)nc2c(c1=O)SCC2,4.3,i,-3,5,-1,4,0.9,1.6,3
CC(=O)C1=C(O)C=C(c2ccco2)CC1c1ccco1 (stereo unspecified),-1.6,11,-7,-2,3,-3,0.4,.,4
CC(C)C(=O)NCCc1nc(-c2ccccc2)no1,?,-2.9,9,1,.,4,-0.5,.,9
Cc1ccc(C(=O)NCC(=O)N2CCN(c3ccccc3)CC2)cc1,-1.4,i,4,12,0,-5,-2.5,-6.6,-21

# Next part:
SMILES,PfHsp40 yeast,Vc quorum ag,PrPC TRFRET,Y pestis TopoI,3CLpro inhibitor,Anthrax LF prot,BoNT A protease,TcdB GH inh,SSB-PriA inh
O=C(NCCc1ccccc1)C(=O)Nc1ccc([N+](=O)[O-])cc1,0.7,-0.6,-1,-5,3,1,0.0,0.4,9
Cc1ccccc1C(=O)Nc1ccnn1C1CCN(Cc2ccncc2)CC1,0.6,i,-1,1,-2,-3,1.9,0.3,-8
Cc1ccc(Cl)cc1NC(=O)CCS(=O)(=O)c1cccc2nonc12,-0.4,-0.5,-21,0,0,4,0.0,2.0,-10
O=C(COC(=O)CNC(=O)c1ccc(Cl)cc1Cl)NCc1ccco1,0.9,-0.5,3,4,.,2,0.6,0.6,-5
Cc1c(NC(=O)CN2C(=O)NC(CCc3ccccc3)C2=O)c(=O)n(-c2ccccc2)n1C (stereo unspecified),-0.9,-0.3,3,-9,8,0,0.1,0.5,-11
COc1ccc(COC[C@H](CC(C)C)N2CCN(C(=O)c3cccc(C(F)(F)F)c3)CCC2=O)cc1,.,.,2,.,.,0,0.7,0.9,.
CCCCNC(=O)N1CCC(CCC(=O)N(C)Cc2ccccc2)CC1,-0.9,-0.6,3,-1,-2,2,1.6,-2.7,-8
Cc1nn(C)c(C)c1NS(=O)(=O)c1ccccc1Cl,-1.8,-0.4,5,4,.,-1,1.5,-10,-3
O=C(OCc1ccccc1Cl)c1cc([N+](=O)[O-])ccc1N1CCOCC1,9.4,i,-4,29,6,2,0.6,-2.2,17
CC(C)COC(=O)c1nnsc1NC(=O)Nc1ccccc1,-2.0,i,3,6,4,3,0.0,.,6
COc1cc(OC)c(C2=NOC(C(=O)NCCc3ccccc3)C2)cc1Cl (stereo unspecified),-0.2,-0.2,1,2,1,-2,-1.8,.,-18
O=S(=O)(c1ccc(Cl)cc1)c1cc(O)ccc1O,1.7,i,2,1,6,-14,2.3,-6.2,-2
Cc1ccc2c(c1)c(-c1ccccc1)nc1nnnn12,3.0,-0.3,-3,8,2,-4,-0.4,1.5,-5
COc1ccc(C)cc1NC(=O)Cn1cnc2sc(C)c(S(=O)(=O)N3CCOCC3)c2c1=O,-0.1,7.1,-4,0,1,5,-0.5,.,-2
COc1ccc(CC(=O)OCc2nnc(C3COc4ccccc4O3)o2)cc1OC (stereo unspecified),1.7,i,-3,6,-4,0,-1.5,.,-6
COc1cc(/C=C2\C(C)=C(C#N)c3nc(N)c(C#N)c(C)c32)ccc1OCC(=O)O,4.1,-0.4,3,5,-3,-11,-0.5,-1.4,6
CC1CCCCC1NC(=O)C1CCN(S(=O)(=O)c2cccc3nsnc23)CC1 (stereo unspecified),-1.1,1.8,2,7,1,0,-1.0,.,-3
Cc1ccc(-c2cc(-c3ccc(C)cc3)[n+](C)o2)cc1,1.4,-2.4,5,2,5,5,0.9,.,4
CN(CC(=O)NCc1ccc2c(c1)OCO2)S(=O)(=O)c1ccc(Br)s1,0.5,i,-6,0,-1,-1,0.4,.,-5
O=C(c1cc2n(n1)C(C(F)(F)F)CC(c1ccco1)N2)N1CCN(c2ccccn2)CC1 (stereo unspecified),4.2,2.6,-4,4,-2,2,0.1,.,2
Cc1noc(C(=O)N2CCN(c3ccc(F)cc3)CC2)c1Cl,-0.4,-0.3,-3,6,-1,0,-0.7,1.4,-14
CCCc1nnc(SCC(=O)Nc2cccc(C(F)(F)F)c2)o1,0.4,-0.4,7,-8,-8,9,1.1,0.9,-5
FC(F)(F)c1cc(C(F)(F)F)c2ccc(N3CCN(c4ccc(Cl)cc4)CC3)nc2n1,-0.6,i,-2,6,-3,-2,3.1,.,-21
